# Screening results from PubChem BioAssay.
# Abeta rescue: compounds reversing amyloid beta toxicity in yeast. yeast expressing A-beta42, growth rescue, OD600, 48 h; response scale: 0% DMSO, 100% iron-clioquinol control. Potency, µM (series often up to 46.1 µM), for the others: at the highest dose growth rescue, most hits filed as activators. actives 0.063% (n = 410,000); also: potency is read from the fitted curve at half-maximal effect; nearly all actives have a fitted effect of over 55% in size
#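 Growth rescue measured by 600 nm absorbance after 48 h yeast culture at 30 C with compound. Values normalized between DMSO and an equimolar ferric chloride plus clioquinol control.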
# IL-2 act: activates IL-2 in a cell-based reporter assay; IL-2 activation reporter assay, cell-based qHTS; stimulated with anti-CD3/CD4/CD28 beads; in transgenic mouse T cells; activation, % (series mostly up to about 46 µM); actives 0.065% (n = 360,000); AID 652025; in the data active = activation above about 50%; inconclusive = mostly about 30% to 49%; also: 0% is about no effect
#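 Unstimulated transgenic mouse T cells; 60-min compound exposure; bead-based TCR/CD4/CD28 stimulation; 18 h culture, 37 degrees C; dual fluorescence (EGFP, DsRed) plate cytometry.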
# FUS suppressor: suppressors of FUS proteinopathy in yeast | S. cerevisiae FUS-expressing, growth rescue, OD600, 24 h | Potency, µM (top dose mostly 76.6 µM), for the others: at the top dose growth rescue (activation), usual class: activators | actives 0.24% (n = 390,000);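 also: potency is read from the fitted curve at half-maximal effect; plate controls were DMSO vehicle for no effect and reference control for full effect; nearly all actives have a fitted effect of over 55% in size; some results filed as inactive show a strong effect at the top dose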
#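 Absorbance at 600 nm, taken 24hr after compound addition, measured rescue of FUS-yeast growth at 30C. Induction used 2% galactose with seeding at OD 0.005. Controls: CP55940 from 92uM final, DMSO only.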
# PI5P4Ka inh: inhibitors of human PI5P4K alpha; P48426; PI5P4Kalpha enzyme, ADP-Glo luminescence, 60 min; stronger effect = lower value; max response, %; actives 1.2% (n = 330,000); active = max response of -50% or lower; inconclusive = between -30% and -50%; inactive = -30% or higher; also: value at the top dose of about 77 µM; % is scaled to controls: 0 for no effect and ±100 for the full control effect
#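 qHTS, 1536-well: enzyme/substrate mix, compound by pin tool, 5 microM ATP final; RT 60 min; ADP-Glo reagents 1 (45 min) then 2 (30 min); luminescence.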
# EPAC1 antagonist: blocks human EPAC1 exchange factor | Potency, µM (highest dose often 115 µM), for the others: at the top dose activity change, negative = inhibition, actives largely listed as inhibitors | actives 0.14% (n = 360,000) | AID 720709 | O95398 | EPAC1 GEF assay, Rap1b-BODIPY-GDP exchange fluorescence;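 also: potency is read from the fitted curve at half-maximal effect; plate controls were vehicle for no effect and positive control for full effect; nearly all actives have a fitted effect of over 50% in size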
# EPAC1 agonist: EPAC1 (human) agonism | Potency, µM (highest dose often 154 µM), inactives show at the top dose activation, hits mostly activators | O95398 | actives 0.073% (n = 360,000) | AID 720707 | EPAC1 agonist qHTS, biochemical assay; response scale: 100% = response to 6.5 mM cAMP; also: potency is read from the fitted curve at half-maximal effect; nearly all actives have a fitted effect of over 60% in size
#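 Fluorescent GDP-exchange assay: 100 nM EPAC1 with 250 nM Rap1B preloaded with BODIPY-GDP and 50 uM GDP; compounds tested as concentration series, 5 min at room temperature, then read every 5 min for 30 min (ex 480/em 540 nm); normalized to 6.5 mM cAMP.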
# WRN inhibitor: blocks human WRN helicase; AID 651768; Potency, µM (top dose mostly 114 µM), inactives show at the highest dose activity change, negative = inhibition, usual class: inhibitors; Q14191; WRN helicase unwinding, fluorescent forked duplex, kinetic; actives 0.46% (n = 360,000); also: potency is read from the fitted curve at half-maximal effect; % is scaled to controls: 0 for no effect and ±100 for the full control effect; nearly all actives have a fitted effect of over 55% in size
# Target sequence (Q14191 whole entry, looked up): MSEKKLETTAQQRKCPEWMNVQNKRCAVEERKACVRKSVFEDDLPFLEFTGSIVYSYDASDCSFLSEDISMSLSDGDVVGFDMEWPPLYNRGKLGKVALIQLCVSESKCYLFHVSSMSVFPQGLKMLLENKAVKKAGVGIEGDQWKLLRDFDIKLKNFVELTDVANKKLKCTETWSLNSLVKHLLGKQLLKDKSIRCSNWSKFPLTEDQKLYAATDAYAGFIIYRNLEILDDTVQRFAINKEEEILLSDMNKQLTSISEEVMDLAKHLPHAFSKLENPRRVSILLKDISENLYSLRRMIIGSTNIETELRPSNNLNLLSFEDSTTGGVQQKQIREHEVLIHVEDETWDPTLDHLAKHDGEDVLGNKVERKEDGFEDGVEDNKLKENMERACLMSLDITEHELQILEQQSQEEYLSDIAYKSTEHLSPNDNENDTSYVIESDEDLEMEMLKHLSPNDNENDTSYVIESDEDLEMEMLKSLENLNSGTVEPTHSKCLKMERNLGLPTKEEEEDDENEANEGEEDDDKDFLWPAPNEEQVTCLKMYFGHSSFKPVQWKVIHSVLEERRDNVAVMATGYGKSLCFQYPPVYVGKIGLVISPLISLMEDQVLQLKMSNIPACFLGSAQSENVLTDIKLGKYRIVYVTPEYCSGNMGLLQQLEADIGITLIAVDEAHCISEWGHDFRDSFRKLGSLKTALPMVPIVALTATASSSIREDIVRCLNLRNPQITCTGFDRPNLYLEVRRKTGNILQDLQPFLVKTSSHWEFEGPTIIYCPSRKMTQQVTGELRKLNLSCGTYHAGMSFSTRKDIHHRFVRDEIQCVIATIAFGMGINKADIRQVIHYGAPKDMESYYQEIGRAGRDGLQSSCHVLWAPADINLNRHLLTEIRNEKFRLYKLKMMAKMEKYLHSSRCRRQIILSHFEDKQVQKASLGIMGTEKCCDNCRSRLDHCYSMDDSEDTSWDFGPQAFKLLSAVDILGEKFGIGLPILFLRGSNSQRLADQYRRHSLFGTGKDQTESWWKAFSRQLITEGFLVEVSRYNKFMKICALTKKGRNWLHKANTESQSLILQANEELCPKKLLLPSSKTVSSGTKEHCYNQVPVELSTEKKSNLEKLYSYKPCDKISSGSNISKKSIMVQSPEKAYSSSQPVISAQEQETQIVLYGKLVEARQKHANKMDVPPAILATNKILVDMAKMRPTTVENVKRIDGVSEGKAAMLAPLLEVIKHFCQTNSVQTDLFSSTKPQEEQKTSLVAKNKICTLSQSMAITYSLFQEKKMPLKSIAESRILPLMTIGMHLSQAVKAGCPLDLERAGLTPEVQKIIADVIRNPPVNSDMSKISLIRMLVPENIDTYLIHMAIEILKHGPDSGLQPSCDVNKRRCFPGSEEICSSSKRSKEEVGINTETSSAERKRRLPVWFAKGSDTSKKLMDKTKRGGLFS
#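 Fluorescence dequenching readout, ex 525 nm/em 598 nm, kinetic mode: forked duplex DNA (100 nM final) with adjacent fluorophore and quencher unwound by WRN (20 nM final) with 2 mM ATP. Compound preincubation 15 min, room temperature.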
# PLK1 PBD block: inhibitors of human PLK1 polo-box domain binding | P53350 | Potency, µM, for inactives: max response, negative = inhibition, most hits filed as inhibitors | actives 2.8% (n = 360,000) | Plk1 PBD binding of FITC phosphopeptide, fluorescence polarization; also: potency is read from the fitted curve at half-maximal effect; series mostly up to about 57 µM; % is scaled to controls: 0 for no effect and ±100 for the full control effect; nearly all actives have a fitted effect of over 65% in size
# The depositor's hits bear a star; ? = inconclusive; / = not tested or not shown; [ ] = another dose, or the depositor's remark. Unless noted, calls follow the shape of the dose curve; as a rule, active = well fitted curve in the direction sought with a large enough effect; inconclusive = small, poorly fitted or top-dose-only effect, or another doubt; inactive = no such curve, though single readings can be large; an effect the other way counts as inactive or inconclusive.
SMILES,Abeta rescue,IL-2 act,FUS suppressor,PI5P4Ka inh,EPAC1 antagonist,EPAC1 agonist,WRN inhibitor,PLK1 PBD block
O=S(=O)(c1cccc2nonc12)N1CCCCC1,3.0%,1.3,4.2%,8.1,1.7%,7.0%,-3.5%,0.0%
COc1ccc(-c2cn(CCN)c(-c3ccncc3)n2)cc1,0.0%,-4.1,-14.7%,4.7,16.2%,-13.9%,0.2%,1.7%
CS(=O)(=O)N1CC(C(=O)NN)Oc2ccc(Cl)cc21 (stereo not given),6.9%,1.2,14.6%,-0.4,-19.0%,8.0%,-7.4%,-5.3%
O=C(Cn1c(=O)oc2ccccc21)Nc1ccccc1Cl,10.2%,0.7,-4.8%,-2.8,11.0%,0.0%,-11.7%,-6.2%
CCOc1nc2cnccc2n(CC(=O)Nc2ccc(C)c(C)c2)c1=O,-5.5%,4.1,14.0%,-0.7,-10.7%,-0.5%,3.1%,4.8%
c1ccc2c(c1)CSc1ccccc1N2,-31.9%,2.2,10.0%,7.6,-15.8%,11.4%,-11.5%,-2.2%
COc1ccc(CC(=O)N[C@@H]2c3cc(OC)c(OC)cc3C[C@H]2OCc2ccccc2)cc1,-10.0%,-0.7,10.5%,-3.7,-12.7%,-9.7%,4.3%,-4.2%
Cc1ccc(SCCC(=O)OCC(=O)Nc2ccc(C(N)=O)cc2)cc1,7.3%,0.1,-0.1%,2.4,-24.3%,-8.3%,-0.7%,-3.7%
O=C(CSCc1ccc(C(=O)O)cc1)Nc1ccc2ccccc2c1,-2.0%,-1.6,6.7%,-0.8,-7.4%,-4.2%,-3.1%,-18.0%
Cc1cc(C)n(-c2cccc(F)n2)n1,3.6%,-1.3,-18.7%,1.4,6.0%,2.5%,1.1%,-11.7%
CC1=C(C(=O)N2CCOCC2)C(c2ccccc2F)C2=C(CCCC2=O)N1 (stereo not given),-5.8%,-2.7,-0.8%,/,13.1%,-2.7%,-0.4%,-4.3%
Cc1ccsc1/C=N/Nc1ncc(Cl)cc1Cl,-1.1%,0.2,-5.5%,7.9,4.1%,-3.1%,2.6%,-7.6%
O=C(NCc1ccco1)c1ccc2sc([C@@H]3O[C@H](CO)[C@H](O)[C@H](O)[C@H]3O)nc2c1,-4.1%,1.3,-18.7%,1.8,-9.5%,-13.0%,4.5%[57.1 µM],-3.3%
CC1CCCC(C)N1C(=O)COC(=O)C1CCN(S(=O)(=O)c2c(Cl)cccc2Cl)CC1 (stereo not given),-0.9%,-4.0,23.5%,-3.8,-3.5%,9.3%,7.2%,-0.7%
CC(=O)Nc1ccc(-c2csc(NC(C)c3ccccc3)n2)cc1 (stereo not given),6.9%,-2.3,16.4%,-5.2,4.0%,-8.1%,3.1%,-7.9%
Cc1noc(C)c1C(=O)Nc1ccccn1,-6.1%,1.9,18.0%,/,8.1%,-0.7%,7.5%,-6.0%
O=C(CSc1nc2ccccc2[nH]1)c1ccc2c(c1)OCO2,1.2%,-2.1,34.1%,/,18.7%,-0.6%,0.1%,-16.3%
CCO/C=C1/C(=O)N(c2ccc(OC)cc2)C(=O)c2ccccc21,-0.2%,1.7,1.9%,1.3,-2.2%,6.6%,-15.3%,16.8µM*
COc1ccc(CN2C=C3C(=O)C(C)(OC(=O)C4CCCC4)C(=O)C=C3C=C2c2ccsc2)cc1 (stereo not given),5.8%,0.5,8.4%,-19.8,-17.8%,13.7%,-2.5%,-21.4%
Cc1ccc(N=Cc2c(O)[nH]c3ccccc23)c([N+](=O)[O-])c1,-0.6%,-0.3,-15.5%,-1.5,0.2%,5.3%,-6.4%,3.5%
O=C(CCNC(=O)c1ccc(Cl)cc1)NCc1ccco1,-17.0%,-1.6,/,-3.1,-18.7%,-8.3%,-3.9%,-1.4%
Cc1cccc(-c2nnn(C/C(N)=N/O)n2)c1,1.7%,-2.9,-34.8%,2.1,-15.8%,-5.9%,-3.1%,-1.5%
COC(=O)c1ccc(C2=NOC(C)(c3nnc(Cc4ccccc4)o3)C2)cc1 (stereo not given),2.6%,0.8,5.3%,-4.3,-12.1%,-8.9%,-0.5%,-14.6%
CC(=O)NNc1cc(=O)c2c(=O)n(C)c(=O)n(C)c2[nH]1,-6.9%,-1.6,/,8.8,-23.6%,1.5%,-35.9%,-11.2%
CC(C)c1nc(CNC(=O)C2CCC(=O)N(CCc3ccc(Cl)cc3)C2)no1 (stereo not given),2.2%,-0.4,/,-2.6,-15.2%,1.0%,-17.3%,-5.9%
Cc1ccc(C(=O)N2CCN(Cc3ccc4c(c3)OCO4)CC2)c(Cl)c1,4.3%,1.8,5.2%,2.2,-3.1%,4.7%,-3.8%,4.0%
O=C(CCCCn1c(=O)c2ccccc2n(Cc2ccc(Cl)cc2)c1=O)NCc1ccco1,4.1%,0.6,?,-0.2,4.8%,-7.2%,-3.8%,-8.7%
COc1ccc(-c2cnc3c(NC=O)cc(-c4ccccc4OC)cn23)cc1OC,6.5%,-0.7,30.2%,?,-10.6%,-5.1%,-2.2%[57.1 µM],-1.6%
CCN(CC(=O)Nc1c(F)cccc1F)C(=O)c1ccc(Cl)c(S(=O)(=O)N2CCCCC2)c1,6.0%,-2.2,9.8%,0.1,5.7%,8.4%,15.7%,-2.7%
CC(=O)Nc1ccc(NC(=O)CSCc2cnn(-c3ccccc3)c2-n2cccc2)cc1,7.0%,-1.5,19.0%,-2.4,9.3%,-4.9%,-12.4%,-11.1%
Cc1ccc(NC2SC(=O)N(Cc3cccc(C(=O)O)c3)C2=O)cc1 (stereo not given),16.3%,0.3,9.4%,5.9,-0.3%,-1.5%,-10.1%,21.2µM*
COc1cc(NS(=O)(=O)c2ccc(NC(=S)NC(=O)C3CCCC3)cc2)nc(OC)n1,-15.7%,-2.7,?,/,11.1%,-2.4%,-12.0%,?
CC(=O)Nc1ccc(S(=O)(=O)NCCC(=O)N2CCC(Cc3ccccc3)CC2)cc1,-1.3%,-0.1,/,4.2,-3.5%,6.5%,10.2%,-15.0%
COc1ccc(Cn2c(N)c(S(=O)(=O)c3cccs3)c3nc4ccccc4nc32)cc1,-6.7%,0.7,/,8.1,?,-10.1%,-6.6%,-12.9%
COc1ccc(NC(=O)c2cc(-c3sc(NC(=O)c4ccccc4)nc3C)n(-c3ccc(Br)cc3)n2)cc1,-6.3%,0.4,17.8%,1.6,-4.4%,4.9%,7.9%,-10.2%
O=C(CSc1c2c(nc3cc(Cl)ccc13)CCCC2)NCCCN1CCOCC1,-0.9%,-0.1,-31.9%,0.2,-25.5%,5.7%,-3.9%,-6.0%
O=C(NCC1CCCO1)c1ccc(-c2ccccc2Cl)o1 (stereo not given),9.9%,-1.4,-0.8%,-5.2,7.7%,-2.4%,-9.9%,-3.0%
COCCNC(=O)C(c1ccc(C)o1)N(C(=O)c1snc(C(N)=O)c1N)c1cccc(C)c1 (stereo not given),-8.6%,-0.7,20.3%,/,-3.7%,5.9%,-6.8%,-8.5%
COC(=O)c1ccc2nc(C3CCCCC3)c(Cc3ccccc3)n2c1,-9.7%,-0.5,27.1%,3.0,-12.6%,0.5%,-14.5%,-3.9%
Cc1cc(C)c(S(=O)(=O)N(CC(=O)NCc2cccnc2)C2CCCCC2)c(C)c1,20.2%,-0.6,16.5%,0.3,-0.9%,6.9%,4.1%,?

# Entries listed above shown as hits in PLK1 PBD block.
mol	IL-2 act	PI5P4Ka inh	EPAC1 antagonist	WRN inhibitor	PLK1 PBD block
CCO/C=C1/C(=O)N(c2ccc(OC)cc2)C(=O)c2ccccc21	1.7	1.3	-2.2%	-15.3%	16.8µM*
Cc1ccc(NC2SC(=O)N(Cc3cccc(C(=O)O)c3)C2=O)cc1 (stereo not given)	0.3	5.9	-0.3%	-10.1%	21.2µM*

# (continued)
SMILES,Abeta rescue,IL-2 act,FUS suppressor,PI5P4Ka inh,EPAC1 antagonist,EPAC1 agonist,WRN inhibitor,PLK1 PBD block
CC1(C)Cc2c(C#N)c(N3CCOCC3)nc(-c3ccccc3)c2CO1,3.2%,-0.2,8.1%,-4.3,-0.9%,5.5%,0.1%,-1.0%
COC(=O)c1ccccc1NC1c2ccccc2C(=O)N1c1cccnc1 (stereo not given),-6.9%,-1.5,8.7%,-5.7,-18.7%,-2.6%,-4.1%,0.0%
COc1cc(-c2noc(CCC(=O)NC3CCCCC3)n2)cc(OC)c1OC,-5.6%,0.1,45.1%,2.4,-6.0%,-5.9%,2.1%,-8.3%
O=C(Nc1ccnn1C1CCN(CC(O)CO)CC1)C1CCCC1 (stereo not given),11.4%,4.2,/,-6.5,-3.6%,0.5%,-7.0%,4.7%
Cc1cc(C)nc(N2CCC(C(=O)Nc3cccc(C(F)(F)F)c3)CC2)n1,14.3%,-1.8,0.5%,7.9,-1.4%,-3.1%,-6.5%,0.5%
Cc1ccc2c(c1C)OC(=O)CC2c1ccccc1 (stereo not given),16.1%,-0.7,-2.1%,0.2,-9.2%,2.8%,8.1%,-3.1%
Cc1cc(C(=O)Nc2cccc(NC(=O)c3ccco3)c2)ccc1[N+](=O)[O-],6.6%,-2.0,5.4%,-1.3,-0.2%,-4.7%,2.8%,1.2%
COCCC(=O)N1CCC(Oc2ccc(C(=O)N3CCC[C@H]3CO)cc2)CC1,-15.3%,-2.5,/,6.1,2.5%,-7.6%,-0.5%,3.2%
O=C(Nc1ccc2oc(-c3cccnc3)nc2c1)c1ccc([N+](=O)[O-])o1,-21.1%,-1.8,9.0%,?,1.3%,13.6%,-3.7%,-1.6%
CCOCCCNC(=O)CN(Cc1ccc(Cl)cc1)S(C)(=O)=O,25.1%,0.9,-12.9%,-0.7,1.4%,6.4%,-3.2%,4.1%
O=C(NNC1=NCCCCC1)Nc1cccc(Cl)c1,0.0%,0.5,-14.1%,2.6,4.4%,7.6%,2.2%,-10.9%
COCCNC(=O)C(=O)Nc1ccc(Cl)cc1C,-13.3%,3.8,18.5%,-6.9,2.4%,-6.6%,2.2%,-11.4%
COc1ccc(-c2nc(C#N)c(NC(C)C)o2)cc1,-12.3%,-0.9,-5.6%,/,0.5%,-6.0%,-10.0%,3.3%
CCn1c(/C=C/c2cccc([N+](=O)[O-])c2)nc2ccccc2c1=O,3.3%,-2.9,-13.7%,2.7,11.0%,5.3%,-6.4%,1.6%
O=C(O)CCNc1ccc2c(c1)OCCO2,-10.1%,-0.5,?,0.8,3.9%,1.2%,-8.0%,-7.1%
